HEK293 viab: reduces viability of HEK-293 SNCA reporter cells; HEK-293-SNCA-luc viability, GF-AFC fluorescence, 24 h; Potency, µM (doses to about 57.1 µM), without a hit: top-dose activity change, negative = cytotoxicity, hits mostly cytotoxic; 150,000 compounds, 0.12% hits; AID 1671193;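 further: potency means the concentration at half of the fitted maximal effect; 0% = DMSO-treated cells and -100% = medium-only wells without cells; nearly all actives have a fitted effect of over 30% in size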
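Cytotoxicity counterscreen: after 24 h compound treatment of genome-edited SNCA-luciferase HEK-293 cells, live-cell protease substrate GF-AFC read by fluorescence after 30 min; activity scaled between DMSO (0%) and medium-only (-100%), curves Hill-fitted.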
GPT2 inh: GPT2 alanine aminotransferase inhibition | 100,000 compounds, 0.25% hits | AID 1671188 | Q8TD30 | Potency, µM (doses to about 57.7 µM), for inactives: at the highest dose activity change, negative = inhibition, most hits filed as inhibitors | Recombinant GPT2, coupled pyruvate oxidase/HRP Amplex Red fluorescence; further: potency means the concentration at half of the fitted maximal effect; nearly all actives have a fitted effect of over 60% in size; many of its hits are not listed in these tables
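Fluorescence of coupled pyruvate oxidase/HRP/Amplex Red system (50uM Amplex, 30 min, dark) reports pyruvate formed by GPT2. Enzyme reaction: 10ng/uL GPT2, 2mM L-alanine, 250uM a-KG, 30 min room temperature, pH 7.5; 50uM AOA control.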
HEK cytotox: cytotoxic compounds in HEK 293 cells. HEK 293 viability, ATP luminescence (CellTiter-Glo), 48-72 h. Potency, µM (series often up to 115 µM), inactives show at the highest dose activity change, negative = cytotoxicity, most hits filed as inhibitors. 94,000 compounds, 6.6% hits; further: potency means the concentration at half of the fitted maximal effect; nearly all actives have a fitted effect of over 60% in size
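Luminescence from cellular ATP, measured with CellTiter-Glo, indicates HEK 293 viability. Cells plated at 250 cells/well are treated with compound for 48 or 72 hr at 37 degree Celsius before reagent addition.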
NIH3T3 tox: kills NIH 3T3 cells. NIH 3T3 viability, CellTiter-Glo ATP luminescence, 48-72 h. Potency, µM (highest dose often 96.7 µM), inactives show at the top dose activity change, negative = cytotoxicity, hits mostly inhibitors. 94,000 compounds, 4.3% hits; further: potency means the concentration at half of the fitted maximal effect; nearly all actives have a fitted effect of over 55% in size
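First NIH 3T3 cells are plated at 400 cells/well; next compound is pinned in; then plates incubate 48 or 72 hr at 37 °C; finally CellTiter-Glo is added and luminescence read after 10 min.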
SNCA expr inh: SNCA gene expression inhibition; HEK-293 SNCA-luciferase knock-in, luminescence, 24 h; Potency, µM (highest dose often 57.2 µM), inactives show at the top dose activity change, negative = inhibition, most hits filed as inhibitors; 140,000 compounds, 0.17% hits; AID 1671194;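 further: potency means the concentration at half of the fitted maximal effect; plate controls were DMSO cells for no effect and cell-free wells for full effect; nearly all actives have a fitted effect of over 45% in size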
IP6K1 inhibitor: IP6K1 kinase inhibition | Q92551 | IP6K1 kinase, ADP-Glo luminescence, 2 h; hits give low values | activity change, % (series mostly up to about 58 µM) | 140,000 compounds, 0.81% hits | AID 1645851; in the data active means activity change below about -25%
Target sequence (Q92551 whole entry, looked up): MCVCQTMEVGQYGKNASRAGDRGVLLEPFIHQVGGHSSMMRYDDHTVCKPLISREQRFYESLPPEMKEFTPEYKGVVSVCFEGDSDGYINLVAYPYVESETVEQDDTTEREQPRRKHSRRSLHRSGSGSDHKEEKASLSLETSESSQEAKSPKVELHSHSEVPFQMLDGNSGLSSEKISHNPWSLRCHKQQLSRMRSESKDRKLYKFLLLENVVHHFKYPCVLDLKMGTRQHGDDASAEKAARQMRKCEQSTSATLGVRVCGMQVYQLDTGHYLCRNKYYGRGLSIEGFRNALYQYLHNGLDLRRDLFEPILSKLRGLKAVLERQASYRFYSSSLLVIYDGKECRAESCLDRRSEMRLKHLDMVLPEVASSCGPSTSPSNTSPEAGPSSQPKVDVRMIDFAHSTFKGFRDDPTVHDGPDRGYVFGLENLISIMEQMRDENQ
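ADP-Glo luminescence measures ADP made by human IP6K1 during a 2 h RT reaction with ATP/IP6 (mix at 1.3 mM/130 uM); top library doses 57.5 and 19.1 uM final.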
Luciferase inh: blocks purified firefly luciferase enzyme activity | P08659 | purified P. pyralis luciferase, luminescence, biochemical | Potency, µM (doses to about 115 µM), for the others: at the top dose activity change, negative = inhibition, actives largely listed as inhibitors | 76,000 compounds, 2.5% hits | AID 1347043; further: potency means the concentration at half of the fitted maximal effect; nearly all actives have a fitted effect of over 65% in size
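Luminescence read by CCD imager after adding enzyme (10nM final) to wells holding compound, titrated in qHTS. Substrates 10uM each D-luciferin and ATP; buffer 50mM Tris acetate pH 7.5, 10mM Mg acetate, Tween-20, BSA.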
Numbers without * were called inactive; i = inactive; ? = inconclusive; / = no result given; [ ] = dose if it differs, or a comment. Unless noted, the call rests on the fitted dose curve; in most records, active means well fitted curve in the direction sought with a large enough effect; inconclusive means small, poorly fitted or top-dose-only effect, or another doubt; inactive means no such curve, though single readings can be large; an effect the other way counts as inactive or inconclusive. Unless noted, on the % scale 0 is the no-effect control and ±100 the full control effect. Some of the compounds tested, so the mix of outcomes need not match the whole.

Labels used below – A = HEK293 viab; B = GPT2 inh; C = HEK cytotox; D = NIH3T3 tox; E = SNCA expr inh; F = IP6K1 inhibitor; G = Luciferase inh
compound: CC(C)C(=O)N1Cc2ccccc2CC2(CCCN(CC3CCCCC3)C2)C1 (stereo not given)
  A = -16%; B = -1%; C = ?; D = ?; E = 0%; F = -7; G = /

compound: COc1ccc(C2C=C(c3ccccc3)Nc3nc(NS(=O)(=O)c4ccc(C)cc4)nn32)cc1 (stereo not given)
  A = ?; B = /; C = /; D = /; E = -5%; F = -1; G = /

compound: CCOc1cc(=O)n2c(c1C(=O)Nc1cccc(C)c1C)CCCC2
  A = -16%; B = i; C = -1%; D = -2%; E = -24%; F = 19; G = -9%

compound: CN(C)CCNCc1ccc(-c2ccccc2)o1
  A = 11%; B = -8%; C = 11%; D = i; E = 27%; F = 4; G = -5%

compound: Fc1ccc(C2Cn3nnc(-c4nc(-c5ccccn5)no4)c3CO2)cc1 (stereo not given)
  A = -3%; B = i; C = -16%; D = -15%; E = 71%[activator]; F = -10; G = -22%

compound: O=C1COc2ccc(-c3ccncc3)nc2CN1Cc1ccc(F)cc1
  A = 3%[87.6 µM]; B = i; C = ?; D = ?; E = -4%[87.6 µM]; F = -9; G = -10%[172 µM]

compound: Cc1cccc(OCC(=O)Nc2nc3c(s2)CC(C(C)(C)C)CC3)c1C (stereo not given)
  A = -8%; B = /; C = /; D = /; E = 47%[activator]; F = 25; G = /

compound: COc1ccc(OC)c(CCNC(=O)c2cnn(-c3ccccc3)c2-n2cccc2)c1
  A = 18%; B = /; C = /; D = /; E = 0%; F = -1; G = /

compound: Cc1cccc(N2CCN(C(=O)C3CCN(c4ncnc5c4nc4n5CCCCC4)CC3)CC2C)c1 (stereo not given)
  A = ?; B = /; C = /; D = /; E = ?; F = -1; G = /

compound: c1ccc2oc(-c3ccnc4nc(C5CCC5)nn34)cc2c1
  A = 4%; B = i; C = ?; D = ?; E = 21%; F = -4; G = ?

compound: COC1CCN(C(=O)c2cnc3c(c2)N(C(=O)CCc2ccccc2)CCC3)CC1
  A = 3%[87.6 µM]; B = 2%[88.5 µM]; C = -11%[172 µM]; D = ?; E = 1%[87.6 µM]; F = 18; G = -8%[172 µM]

compound: Cc1cccc(NC(=O)CSc2nnc(N)s2)c1
  A = 5%; B = /; C = /; D = /; E = 9%; F = 35; G = /

compound: COc1ccc(Cn2cc(C(=O)c3ccc(C)c(C)c3)c(=O)c3ccccc32)cc1
  A = ?; B = /; C = /; D = /; E = ?; F = -9; G = /

compound: CCC(=O)N1CCc2c(C(=O)NCC(C)C)cccc21
  A = -6%; B = 1%; C = 4%; D = -11%; E = -16%; F = -5; G = -3%

compound: O=C(NCCN1CCOCC1)c1ccc(-c2ccc(N3CCSCC3)nc2)cc1
  A = -1%; B = -8%; C = ?; D = -7%; E = 23%; F = 11; G = ?

compound: CCC1(N2CCN(C(=O)CCc3c[nH]c4ccccc34)CC2)CCN(C(=O)NC)C1 (stereo not given)
  A = 13%; B = -11%; C = -21%; D = -18%; E = 15%; F = 6; G = ?

compound: O=C(Nc1nnc(N2CCCCCC2)s1)Nc1cc(F)ccc1F
  A = 8%; B = /; C = /; D = /; E = 12%; F = -29*; G = /

compound: Cc1csc(NC(=O)[C@@H]2CCC[C@@H](NCC3CC3)CN(C)C(=O)C2)n1
  A = 6%[87.6 µM]; B = i; C = 1%[172 µM]; D = -18%[174 µM]; E = -23%[87.6 µM]; F = -1; G = -11%[172 µM]

compound: Cc1ccccc1CN1CCN2C(=O)N(Cc3cccnc3)C[C@H]2C1
  A = 1%[87.6 µM]; B = 1%[88.5 µM]; C = ?; D = -23%[138 µM]; E = -12%[87.6 µM]; F = 3; G = -1%[172 µM]

compound: CC(O)CN1CC2(CCC1=O)CCN(Cc1cncn1C)CC2 (stereo not given)
  A = 8%; B = -17%; C = -9%; D = 3%; E = 7%; F = 11; G = 7%

compound: COc1ccc(CCNC(=O)c2ccc3c(c2)N(Cc2c(F)cccc2Cl)C(=O)CS3)cc1OC
  A = ?; B = /; C = /; D = /; E = -11%; F = 3; G = /

compound: CC(C)CC1N=C2c3ccccc3N=C(SCC(=O)NCCc3ccc(Cl)cc3)N2C1=O (stereo not given)
  A = ?; B = /; C = /; D = /; E = -11%; F = -3; G = /

compound: COc1ccccc1C1C=C(c2ccc(Cl)cc2)Nc2nc(-c3ccc(Cl)cc3)nn21 (stereo not given)
  A = ?; B = /; C = /; D = /; E = -25%; F = -12; G = /

compound: COc1ccc(CCNc2ncnc3c2cnn3-c2cccc(Cl)c2)cc1
  A = -7%; B = /; C = /; D = /; E = 5%; F = 42; G = /

compound: COc1ccc(CN2CCC(O)(c3csc(CN4CCN(C)CC4)n3)CC2)cc1
  A = -11%[87.6 µM]; B = -12%[88.5 µM]; C = 100µM*; D = 89µM*; E = 37%[activator][87.6 µM]; F = 10; G = 0%[172 µM]

Some of the entries so far, as labelled records.
Structure: Cc1ccccc1CN1CCN2C(=O)N(Cc3cccnc3)C[C@H]2C1
  HEK293 viab: 1%[87.6 µM]
  GPT2 inh: 1%[88.5 µM]
  HEK cytotox: ?
  NIH3T3 tox: -23%[138 µM]
  SNCA expr inh: -12%[87.6 µM]
  IP6K1 inhibitor: 3
  Luciferase inh: -1%[172 µM]
Structure: CCC1(N2CCN(C(=O)CCc3c[nH]c4ccccc34)CC2)CCN(C(=O)NC)C1 (stereo not given)
  HEK293 viab: 13%
  GPT2 inh: -11%
  HEK cytotox: -21%
  NIH3T3 tox: -18%
  SNCA expr inh: 15%
  IP6K1 inhibitor: 6
  Luciferase inh: ?
Structure: Cc1cccc(OCC(=O)Nc2nc3c(s2)CC(C(C)(C)C)CC3)c1C (stereo not given)
  HEK293 viab: -8%
  GPT2 inh: /
  HEK cytotox: /
  NIH3T3 tox: /
  SNCA expr inh: 47%[activator]
  IP6K1 inhibitor: 25
  Luciferase inh: /
Structure: O=C(NCCN1CCOCC1)c1ccc(-c2ccc(N3CCSCC3)nc2)cc1
  HEK293 viab: -1%
  GPT2 inh: -8%
  HEK cytotox: ?
  NIH3T3 tox: -7%
  SNCA expr inh: 23%
  IP6K1 inhibitor: 11
  Luciferase inh: ?

(further entries)
Labels used below – A = HEK293 viab; B = GPT2 inh; C = HEK cytotox; D = NIH3T3 tox; E = SNCA expr inh; F = IP6K1 inhibitor; G = Luciferase inh
compound: Cc1ccc(C(=O)N2CCN(C(=O)c3nnn4c3COC(c3ccccc3)C4)CC2)s1 (stereo not given)
  A = 3%; B = i; C = ?; D = -20%; E = 1%; F = -2; G = -13%

compound: O=C(NCc1ccc(F)cc1)c1ccc(CS(=O)(=O)c2ccc(Cl)cc2)o1
  A = -16%; B = /; C = /; D = /; E = -6%; F = 5; G = /

compound: Cc1ccc(NC(=O)Cn2cc(C(=O)c3ccco3)c3ccccc32)cc1
  A = -14%; B = /; C = /; D = /; E = -16%; F = 5; G = /

compound: CCCCN1CCN(C(=O)C2CCC(=O)N(Cc3cccc(F)c3)C2)CC1=O (stereo not given)
  A = 3%; B = i; C = i; D = i; E = 10%; F = -5; G = 10%

compound: CC(C)CN(CC1CN(C(=O)c2ccccc2Cl)CCO1)C(=O)c1cccc(F)c1 (stereo not given)
  A = 2%; B = -2%; C = ?; D = ?; E = 8%; F = -8; G = -9%

compound: CCCS(=O)(=O)N1CCC2(CC1)C(OC)CN2c1cccc(F)c1 (stereo not given)
  A = -7%; B = i; C = ?; D = -24%; E = -10%; F = 2; G = -8%

compound: Clc1ccccc1CSc1nnc(C2CCNCC2)o1
  A = 11%; B = /; C = /; D = /; E = -4%; F = -3; G = /

Not a retest: an excerpt of the list.
Labels used below – A = HEK293 viab; B = GPT2 inh; C = HEK cytotox; D = NIH3T3 tox; E = SNCA expr inh; F = IP6K1 inhibitor; G = Luciferase inh
compound: CCCS(=O)(=O)N1CCC2(CC1)C(OC)CN2c1cccc(F)c1 (stereo not given)
  A = -7%; B = i; C = ?; D = -24%; E = -10%; F = 2; G = -8%

compound: Clc1ccccc1CSc1nnc(C2CCNCC2)o1
  A = 11%; B = /; C = /; D = /; E = -4%; F = -3; G = /

Compound activity as filed in PubChem.
